GRK2 inh = compounds blocking aptamer binding on GRK2 – biochemical, human GRK2, bead flow cytometry, HTS, primary screen; Beta-adrenergic receptor kinase 1 (Homo sapiens), P25098; FAM-aptamer displacement from GRK2; inhibition of aptamer binding, % at 10 µM; 330,000 compounds, 0.59% hits;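 active = inhibition of aptamer binding above 40%, roughly 3 SD of noise, on plates passing a quality check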;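 also: median bead fluorescence of bound FAM aptamer so fluorescent compounds give negative values; no value below 0 was filed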
proCasp3 act = activators of human procaspase-3 D3A mutant, primary screen, biochemical, absorbance, PC-3 D3A mutant, single concentration | Caspase-3 (Homo sapiens), P42574 | 330,000 compounds, 0.11% hits | recombinant procaspase-3 D3A, Ac-DEVD-pNA absorbance 405 nm | activation, % at 8.5 µM | AID 463141, 2010;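 active = activation above the mean of all tested compounds plus 3 SD, cut at about 21% in these data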;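 also: 0% = DMSO alone and 100% = DMSO wells spiked with extra 5 µM PC-3 D3A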
Target sequence (P42574 whole entry D9A/D28A/D175A): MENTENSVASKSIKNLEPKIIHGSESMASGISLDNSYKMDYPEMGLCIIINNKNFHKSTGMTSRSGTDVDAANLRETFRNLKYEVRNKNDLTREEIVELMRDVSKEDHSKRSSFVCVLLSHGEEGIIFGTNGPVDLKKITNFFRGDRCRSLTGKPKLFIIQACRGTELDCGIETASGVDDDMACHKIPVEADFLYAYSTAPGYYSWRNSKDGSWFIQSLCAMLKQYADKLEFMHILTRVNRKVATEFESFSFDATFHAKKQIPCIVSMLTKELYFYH
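Assay system – Procaspase-3 D3A mutant · Benchmarks – DMSO low control, extra-enzyme high control · Technique – 405 nm absorbance of p-nitroaniline, reads at 0 and 120 min · Doses – 8.5 µM nominal · Measure – % activation between DMSO and enzyme-spiked controls · Also added – Ac-DEVD-pNA chromogenic peptide substrate · Schedule – 1 h compound preincubation, 2 h substrate hydrolysis at 25 °C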
core dimer inh = inhibitors of HCV core protein dimerization, primary screen, biochemical, TR-FRET, high-throughput; TR-FRET GST/Flag-core106 dimerization, 1536-well; inhibition, % at 5 µM; 300,000 compounds, 0.33% hits; AID 1899, 2009;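 active = inhibition above the mean of all tested compounds plus 3 SD, set per screening campaign, cut at about 45% in these data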
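System: GST-tagged and Flag-tagged HCV core protein residues 1-106 / Input: core106 proteins, GST 13.5 nM and Flag 17 nM / Buffer or medium: KF-containing HEPES buffer, pH 7.45, DTT, CHAPS, BSA / Probe or stimulus: Eu-anti-GST and XL665-anti-Flag labelled anti-tag antibodies / Schedule: 4 h, 22.5 °C incubation / Technique: TR-FRET 671 and 617 nm emission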
CTSL1 counter = Fasciola hepatica cathepsin L1 inhibitors, primary screen, counter-screen for PFM18AAP inhibitor project, biochemical, QFRET, fluorogenic peptide substrate. recombinant F. hepatica cathepsin L1, Z-Leu-Arg-MCA fluorescence. inhibition, % at 5.96 µM. 300,000 compounds, 0.49% hits;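 active = inhibition above the mean of all tested compounds plus 3 SD, set per screening campaign, cut at about 17% in these data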;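 also: 0% = plate median of test compound wells and 100% = 1 µM Z-Phe-Ala-diazomethylketone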
VLA-4 inh = inhibition in human VLA-4 binding assay, primary screen, VLA-4 allosteric modulator project, MLPCN library, flow cytometry, VLA-4 expressing cells; Integrin alpha-4 (Homo sapiens), P13612; ligand binding flow cytometry; inhibition, % (about 7 µM as worked out from the volumes in the protocol); 330,000 compounds, 0.2% hits; in the data active = inhibition above about 50%
procasp7 counter = procaspase-7 activators, primary screen, counter-screen for procaspase-3 activator project, biochemical, absorbance, HTS, human; Caspase-7 (Homo sapiens), P55210; recombinant procaspase-7, Ac-DEVD-pNA absorbance 405 nm; D23A/D198A/D206A triple mutant, cannot self-cleave; scale: DMSO 0, 5 µM enzyme 100; activation, % at 8.5 µM; 330,000 compounds, 0.093% hits; AID 463210, 2010;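 active = percent activation above the screen-wide mean plus 3 SD, cut at about 25% in these data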
Target sequence (P55210 whole entry D23A/D198A/D206A): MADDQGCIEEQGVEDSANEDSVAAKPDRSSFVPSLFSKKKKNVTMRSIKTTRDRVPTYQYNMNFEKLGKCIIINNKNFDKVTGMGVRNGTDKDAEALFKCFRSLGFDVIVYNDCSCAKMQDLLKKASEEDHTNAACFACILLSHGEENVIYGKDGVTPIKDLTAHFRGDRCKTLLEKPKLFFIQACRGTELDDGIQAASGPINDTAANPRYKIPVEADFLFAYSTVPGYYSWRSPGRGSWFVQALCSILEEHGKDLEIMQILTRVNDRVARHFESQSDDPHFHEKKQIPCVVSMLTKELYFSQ
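Assay system: Uncleavable procaspase-7 mutant enzyme / Input: 2 µM procaspase-7 mutant as dispensed / Dosing: single nominal 8.5 µM compound dose, 0.8% DMSO final / Timing: 1 h enzyme–compound preincubation and 2 h substrate reaction, both 25 °C / Detection: p-Nitroaniline absorbance at 405 nm, read at 0 and 120 min / Replication: singlicate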
PP5 inh = PP5 phosphatase inhibitors, primary screen, biochemical, fluorescence | Serine/threonine-protein phosphatase 5 (Homo sapiens), P53041 | purified PP5c, OMFP substrate fluorescence | inhibition, % at 6.7 µM | 320,000 compounds, 0.18% hits | AID 1987, 2009;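 active = inhibition above the campaign's mean inhibition across all tested compounds plus 3 SD, cut at about 9.5% in these data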;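 also: 0% = DMSO only and 100% = 100 µM cantharidin control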
GASC-1 inh = inhibitors of GASC-1 histone demethylase, primary screen, biochemical, fluorescence, DELFIA europium; AID 2099, 2009; 330,000 compounds, 0.069% hits; inhibition, % at 2.35 µM; Lysine-specific demethylase 4C (Homo sapiens), Q9H3R0; GST-JMJD2C(1-420) H3K9me3 demethylation;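 active = more than half of a compound's replicate wells show inhibition beyond 50%, single wells judged on their own value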;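 also: signal counts dimethyl H3K9 product captured on neutravidin plate; 0% = median of DMSO wells and 100% = 0.3 times that DMSO median; strong numbers were not always called active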
PP1 inh = PP1-alpha phosphatase inhibitors, primary screen, counter-screen for PP5 inhibitor project, biochemical, fluorescence, OMFP substrate, single point; Serine/threonine-protein phosphatase PP1-alpha catalytic subunit (Homo sapiens), P62136; AID 2235, 2010; inhibition, % at 6.7 µM; 320,000 compounds, 0.9% hits; purified PP1alpha;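 active = inhibition above the mean inhibition of all tested compounds plus 3 SD, computed separately for each screening campaign, cut at about 15% in these data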
Target sequence (P62136 whole entry, looked up): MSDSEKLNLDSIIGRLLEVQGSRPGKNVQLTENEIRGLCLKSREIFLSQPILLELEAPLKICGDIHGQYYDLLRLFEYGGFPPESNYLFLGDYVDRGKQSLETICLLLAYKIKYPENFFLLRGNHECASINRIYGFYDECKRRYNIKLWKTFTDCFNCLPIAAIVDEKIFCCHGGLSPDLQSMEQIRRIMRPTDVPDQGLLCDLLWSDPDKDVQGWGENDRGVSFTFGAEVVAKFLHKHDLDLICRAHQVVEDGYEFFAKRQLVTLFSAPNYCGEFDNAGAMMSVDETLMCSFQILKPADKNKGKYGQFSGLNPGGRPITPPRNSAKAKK
Active calls of the source: *; i = inactive; / = not tested or not shown; & = joins results of further samples. This is a random part of the collection; overall some 2.6% were active at least once.

Each structure is followed by: GRK2 inh	proCasp3 act	core dimer inh	CTSL1 counter	VLA-4 inh	procasp7 counter	PP5 inh	GASC-1 inh	PP1 inh
1	COc1cccc(/C=N/Nc2nc3ccccc3n3cnnc23)c1
    10	-12	-5	3	-27	-7	0.2	6	-2
2	CCN1CCN(C(=O)N[C@@H](C(=O)N[C@@H]2C(=O)N3[C@@H]2SC(C)(C)[C@@H]3C(=O)O)c2ccccc2)C(=O)C1=O
    1	-2	0	1	-1	-10	-0.9	-4	0
3	CCOC(=O)C1=C(C)NC(C)=C(C(=O)OCC)C1C(=O)OCC(=O)NCCc1ccc(S(N)(=O)=O)cc1
    0	5	-1	0	-1	10	-2.2	0	-10
4	Cc1nnc2n(c1=O)C(CS(=O)(=O)c1ccccc1)CS2 (stereo not drawn)
    0	2	-3	2	-4	3	2.0	-1	0
5	CC(=O)c1cccc(NS(=O)(=O)c2ccc(C(=O)Nc3ccccc3)cc2)c1
    0	6	-20	8	-9	-1	-6.4	10	-6
6	Cc1ccc(C(=O)NC(=S)Nc2ccc(S(=O)(=O)N3CCN(C)CC3)cc2)cc1
    0	1	-1	1	-5	-17	-0.1	-1	-1
7	CC(C)COc1nc2ccccc2nc1C(C#N)C(=O)NC1CCCCC1 (stereo not drawn)
    5	11	6	-3	3	-2	-1.2	-2	-1
8	COC(=O)c1c(C(=O)OC)c(-c2ccc(OC)cc2)n2c1CCC2
    0	6	5	-2	5	12	0.0	-28	2
9	CCCCc1c(O)c2ccccc2n(CCCC)c1=O
    1	-2	4	1	15	10	1.1	8	-1
10	O=[N+]([O-])c1ccc(Oc2ccc(OCc3ccccc3)cc2)nc1
    0	5	-2	-6	-2	7	3.2	-24	-1
11	Cc1ccccc1/C=c1\s/c(=C\C(=O)C(C)(C)C)[nH]c1=O
    1	-17	4	0	1	-24	6.6	-2	3
12	CCOc1ccc(S(=O)(=O)N2CCN(c3ccccn3)CC2)cc1
    0	-6	-4	-2	-2	0	3.0	-10	-2
13	COC(=O)C1=C(NC(=O)c2ccc(C)cc2)CCS1
    1	-1	4	4	-2	9	-0.1	5	-3
14	O=C(NCc1ccccn1)NC12CC3CC(CC(C3)C1)C2
    3	7	8	-3	1	3	-2.0	8	-1
15	O=C(Nc1ccc2c(c1)OCO2)C1CC(=O)N(c2ccc3c(c2)OCCO3)C1 (stereo not drawn)
    1	-7	1	-9	22	-4	-1.2	-1	-4
16	COC(=O)COc1ccc(S(=O)(=O)Nc2ccc(C(N)=O)cc2)cc1C
    1	15	-3	-2	-6	6	0.1	-9	-1
17	Cc1ccc(NC(=O)CCN2C(=O)c3ccccc3C2=O)c(C)c1
    0	4	-9	0	2	-5	-0.7	2	1
18	Cc1cc(S(=O)(=O)N2CCN(C(=O)CCC(=O)N3CCOCC3)CC2)ccc1Br
    0	-5	3	-3	-5	1	-3.0	-4	0
19	CCOC(=O)Cn1c(CN2CCN(C(=O)c3ccco3)CC2)nc2c1c(=O)n(C)c(=O)n2C
    0	5	0	-1	-10	8	-1.3	-7	-2
20	CC(C)(C)OC(=O)NOCC(=O)N(Cc1ccccc1)CC(O)COc1ccccc1 (stereo not drawn)
    0	-1	-7	-4	4	-4	5.1	1	4

Additional entries.
Each structure is followed by: GRK2 inh	proCasp3 act	core dimer inh	CTSL1 counter	VLA-4 inh	procasp7 counter	PP5 inh	GASC-1 inh	PP1 inh
21	CCCCCCCc1nc2nc(C)c(Br)c(=O)n2[nH]1
    4	1	2	7	1	1	-2.8	-25	0
22	COc1ccc(N2C(=O)CCC(C(=O)N(C)C3CCCCC3)C2c2ccc(OC)c(OC)c2)cc1 (stereo not drawn)
    1	-3	-2	6	2	4	3.5	10	-2
23	Cc1[nH]c(=O)[nH]c(=O)c1/C=N/NC(=O)[C@H](C)N
    1	5	-4	-3	6	9	-0.9	1	0
24	COc1ccc(NC(=O)N(C)C[C@H]2Oc3c(NC(=O)C4CC4)cccc3C(=O)N([C@H](C)CO)C[C@@H]2C)cc1
    3	7	/	/	-1	9	/	45	/
25	CCOc1ccc(C(C(=O)NC2CCCC2)N(Cc2ccccc2)C(=O)c2nsc(Cl)c2Cl)cc1 (stereo not drawn)
    0	-9	3	-1	11	-3	5.7	-16	6
26	C/C(=N\NC(=O)c1ccc(CN2CCc3ccccc3C2)cc1)c1ccccc1O
    6	-65	9	3	4	-84	3.5	2	2
27	CC(C)C(=O)Nc1ccc(NC(=O)c2ccccn2)cn1
    1	-15	-8	-1	-2	0	1.0	3	0
28	O=C(Nc1ccc(Br)cn1)c1ccc(COc2c(F)c(F)cc(F)c2F)o1
    0	6	/	/	8	-1	0.1	0	-3
29	Cn1nc(C(C)(C)C)cc1NC(=O)Nc1ccc(Cl)cc1
    0	15	-4	1	-6	-1	1.3	-12	-3
30	CC1CCN(CCCNC(=O)c2ccc(CS(=O)(=O)Cc3ccc(Cl)cc3)o2)CC1
    0	3	0	5	22	-1	-1.8	-21	-4
31	COc1ccc2c(c1)c(/C=C/c1cc[n+](C)cc1)cn2C
    0	-4	-22	5	i	-22	-0.8	-8	4
32	S=c1[nH]nc(-c2ccc(Br)cc2)n1-c1ccc(Br)cc1
    1	-12	3	1	17	-26	0.1	-30	7
33	COc1ccccc1NS(=O)(=O)c1ccc2[nH]c(=S)oc2c1
    0	-12	/	/	-13	-18	/	10	/
34	COc1ccccc1-c1nn(Cc2ccccc2)cc1C(=O)NCC(c1ccco1)N1CCCC1 (stereo not drawn)
    0	4	/	/	17	13	3.5	-6	-7
35	Cc1ccccc1N1CCN(Cc2nc(Cc3ccccc3F)no2)CC1
    0	3	-1	-6	-1	7	1.3	2	-5
36	CCN(CC(=O)Nc1ccc(NC(C)=O)cc1)C(=O)c1cc2c(s1)CCCC2
    3	1	/	/	-9	2	0.5	8	1
37	O=C(Cn1cccc1)NCc1cccs1
    3	6	-5	2	-4	-7	1.0	-8	-4
38	CC1CC(=O)Nc2ccccc2N1S(=O)(=O)c1ccc(Br)cc1 (stereo not drawn)
    1	11	0	-2	5	-2	2.3	-5	4
39	CN(CC(=O)NC(=O)NC1CCCCC1)CC(=O)Nc1ccc(Cl)cc1
    0	-2	/	/	1	-5	3.2	2	-1
40	COc1ccc2cc(C(c3nnnn3C3CCCC3)N3CCc4ccccc4C3)c(=O)[nH]c2c1 (stereo not drawn)
    0	-10	1	-3	13	-19	1.6	10&-1	3

Next results follow.
Each structure is followed by: GRK2 inh	proCasp3 act	core dimer inh	CTSL1 counter	VLA-4 inh	procasp7 counter	PP5 inh	GASC-1 inh	PP1 inh
41	COc1ccc(C(=O)C(C)OC(=O)CNC(=O)C2CCCCC2)cc1 (stereo not drawn)
    3	3	/	/	9	-7	/	3	/
42	CCOC(=O)C(NC(=O)CC)C(O)c1cccc([N+](=O)[O-])c1 (stereo not drawn)
    0	1	-3	1	5	0	-1.3	11	12
43	CCN(C(=O)CSc1nc2nc(C)cc(C)n2n1)C1CCS(=O)(=O)C1 (stereo not drawn)
    0	3	-5	1	15	-3	-0.7	15	0
44	Cc1ccccc1CCN(C(=O)Cn1nnc2ccccc21)C(C(=O)NCC1CCCO1)c1nc2ccccc2n1C (stereo not drawn)
    0	0	-4	-2	21	9	1.2	0	18*
45	Cn1c(C(=O)N(Cc2ccccc2)Cc2ccccn2)cc2sccc21
    1	3	4	0	0	-3	0.5	73	-2
46	CN1C(=O)C(O)(CC(=O)c2cccc(-n3cccc3)c2)c2ccccc21 (stereo not drawn)
    0	0	9	2	2	-3	2.5	7	3
47	COc1ccccc1CNC(=O)c1ccc2c(=O)n(CC3CCCO3)c(=S)[nH]c2c1 (stereo not drawn)
    0	-5	5	-2	-15	1	0.8	-2	0
48	C/C(CC(=O)Nc1ccccc1Cl)=N\NC(=O)C(=O)NCCO
    0	3	-6	-2	-3	-7	-1.9	22	-2
49	CCOCCCNC(=O)C(c1ccc(Cl)cc1)N(Cc1cccs1)C(=O)c1ccccn1 (stereo not drawn)
    0	3	0	1	-1	2	0.4	1	-3
50	COc1ccccc1NC(=O)c1cc2c(s1)-c1ccccc1S(=O)(=O)C2
    0	4	7	5	2	0	1.2	10	2
51	N[C@@H](Cc1ccc(O)cc1)c1nnc([C@H](CO)NC(=O)C2CCNCC2)o1
    /	5	-5	-1	/	3	5.4	/	-3
52	CCCNS(=O)(=O)c1ccc(NC(=O)c2cccnc2)cc1
    1	-8	6	1	2	11	-1.0	1	-3

An excerpt from above in order of number of heavy atoms, falling.
Each structure is followed by: GRK2 inh	proCasp3 act	core dimer inh	CTSL1 counter	VLA-4 inh	procasp7 counter	PP5 inh	GASC-1 inh	PP1 inh
19	CCOC(=O)Cn1c(CN2CCN(C(=O)c3ccco3)CC2)nc2c1c(=O)n(C)c(=O)n2C
    0	5	0	-1	-10	8	-1.3	-7	-2
47	COc1ccccc1CNC(=O)c1ccc2c(=O)n(CC3CCCO3)c(=S)[nH]c2c1 (stereo not drawn)
    0	-5	5	-2	-15	1	0.8	-2	0
6	Cc1ccc(C(=O)NC(=S)Nc2ccc(S(=O)(=O)N3CCN(C)CC3)cc2)cc1
    0	1	-1	1	-5	-17	-0.1	-1	-1
7	CC(C)COc1nc2ccccc2nc1C(C#N)C(=O)NC1CCCCC1 (stereo not drawn)
    5	11	6	-3	3	-2	-1.2	-2	-1
45	Cn1c(C(=O)N(Cc2ccccc2)Cc2ccccn2)cc2sccc21
    1	3	4	0	0	-3	0.5	73	-2
31	COc1ccc2c(c1)c(/C=C/c1cc[n+](C)cc1)cn2C
    0	-4	-22	5	i	-22	-0.8	-8	4
13	COC(=O)C1=C(NC(=O)c2ccc(C)cc2)CCS1
    1	-1	4	4	-2	9	-0.1	5	-3
23	Cc1[nH]c(=O)[nH]c(=O)c1/C=N/NC(=O)[C@H](C)N
    1	5	-4	-3	6	9	-0.9	1	0
37	O=C(Cn1cccc1)NCc1cccs1
    3	6	-5	2	-4	-7	1.0	-8	-4
